High-throughput results from PubChem BioAssay.
GRK2 inh = blocks RNA aptamer binding to human GRK2. bead flow cytometry, FAM-aptamer displacement from GRK2. inhibition of aptamer binding, % at 10 µM. actives 0.59% (n = 330,000). AID 488847;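 active means inhibition of aptamer binding above 40%, roughly 3 SD of noise, on plates passing a quality check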;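 further: median bead fluorescence of bound FAM aptamer so fluorescent compounds give negative values; no value below 0 was filed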
VLA-4 inh = inhibition in a human VLA-4 binding assay. VLA-4 expressing cells, ligand binding flow cytometry. inhibition, % (about 7 µM as worked out from the volumes in the protocol). actives 0.2% (n = 330,000); in the data active means inhibition above about 50%
GLD-1 TGE inh = GLD-1-TGE RNA interaction inhibition (C. elegans); Q17339; purified GLD-1 + fluorescein TGE RNA, fluorescence polarization; inhibition, % at 5.96 µM; actives 0.44% (n = 320,000);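 active means percent inhibition above a per-plate cutoff, the plate mean of test compounds plus 3 SD, cut at about 30% in these data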;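 further: 0% = DMSO wells with GLD-1 and probe and 100% = wells lacking GLD-1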
Target sequence (Q17339 whole entry, looked up): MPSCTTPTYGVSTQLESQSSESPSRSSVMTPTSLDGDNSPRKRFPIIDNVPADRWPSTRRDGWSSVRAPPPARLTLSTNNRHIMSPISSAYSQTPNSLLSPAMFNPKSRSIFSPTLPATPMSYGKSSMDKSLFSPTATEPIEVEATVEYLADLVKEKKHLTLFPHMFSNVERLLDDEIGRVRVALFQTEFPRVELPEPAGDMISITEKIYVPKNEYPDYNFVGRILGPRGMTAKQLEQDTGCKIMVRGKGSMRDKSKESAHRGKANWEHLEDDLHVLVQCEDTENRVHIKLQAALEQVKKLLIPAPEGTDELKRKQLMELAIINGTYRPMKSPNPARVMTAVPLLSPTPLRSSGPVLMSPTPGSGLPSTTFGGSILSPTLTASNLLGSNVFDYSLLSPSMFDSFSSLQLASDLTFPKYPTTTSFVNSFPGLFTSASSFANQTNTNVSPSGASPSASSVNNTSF
MCL1-BIM inh = inhibitors of human MCL1 binding to BIM-BH3 peptide | Q07820 | GST-MCL1 / FITC-Bim-BH3 fluorescence polarization | inhibition, % at 10.9 µM | actives 0.68% (n = 320,000);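 active means inhibition above the mean inhibition of all tested compounds plus 3 SD, set per campaign, cut at about 40% in these data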;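 further: 0% = DMSO wells and 100% = unlabeled Bim-BH3 peptide control; higher means more loss of mP so more displacement of Bim peptide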
Target sequence (Q07820 whole entry, looked up): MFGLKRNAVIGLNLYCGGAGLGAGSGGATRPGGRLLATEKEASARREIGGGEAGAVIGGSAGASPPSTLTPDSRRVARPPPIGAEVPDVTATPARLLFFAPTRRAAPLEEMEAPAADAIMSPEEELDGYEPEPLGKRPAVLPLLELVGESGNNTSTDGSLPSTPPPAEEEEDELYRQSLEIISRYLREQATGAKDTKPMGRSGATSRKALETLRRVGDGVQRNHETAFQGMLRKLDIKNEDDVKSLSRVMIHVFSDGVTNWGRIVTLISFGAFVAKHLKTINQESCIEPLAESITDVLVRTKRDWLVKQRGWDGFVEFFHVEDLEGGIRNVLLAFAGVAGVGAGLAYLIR
MEX-5 binding = C. elegans MEX-5 TCR-2 RNA binding activity. Q9XUB2. MEX-5/FITC-TCR2 RNA binding, fluorescence polarization; hits give low values. activity score (negative = inhibition of binding), % at 10 µM. actives 0.38% (n = 300,000). AID 1832;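 active means inhibition past about -25% in most replicates, and total fluorescence under double the plate's negative control median, limit read from the data; inconclusive means replicates evenly split on the limit, or fluorescence at least double controls; inactive means too little inhibition in most replicates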;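 further: 0% = DMSO and -100% = 5 µM competing unlabeled TCR2 RNA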
AGP1-GFP MLPCN = modulators of TOR pathway AGP1-GFP in S. cerevisiae; S. cerevisiae AGP1-GFP multiplex flow cytometry, 3 h; GFP as percent of DMSO wells; actives 0.02% (n = 320,000); GFP response vs DMSO, % at 10 µM;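 active means GFP response relative to DMSO above a set limit, near screen average plus 3 SD, cut at about 150% in these data; inconclusive means fewer than 70 cells counted for the yeast strain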;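 further: median GFP channel fluorescence of the gated AGP1 strain per well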
BCLXL inh = blocks human Bcl-xL binding to Bim BH3 peptide. GST-Bcl-xL / FITC-Bim BH3 peptide fluorescence polarization. Q07817. actives 0.7% (n = 320,000). inhibition, % at 10.9 µM;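 active means inhibition above the mean of all tested compounds plus 3 SD, cutoff set per campaign, cut at about 30% in these data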;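 further: 0% = DMSO wells and 100% = unlabeled Bim-BH3 peptide competitor; inhibitors lower millipolarization by displacing the labeled peptide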
Target sequence (Q07817 whole entry, looked up): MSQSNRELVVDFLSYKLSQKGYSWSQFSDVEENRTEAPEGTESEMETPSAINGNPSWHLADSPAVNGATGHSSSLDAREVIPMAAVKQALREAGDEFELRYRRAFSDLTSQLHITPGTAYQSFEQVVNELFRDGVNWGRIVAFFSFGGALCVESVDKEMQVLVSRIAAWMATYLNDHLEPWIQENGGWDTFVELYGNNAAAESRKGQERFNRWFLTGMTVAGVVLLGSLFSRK
CIT2-GFP yeast = modulators of TOR pathway CIT2-GFP in S. cerevisiae. S. cerevisiae CIT2-GFP strain, flow cytometry, 3 h; 100 means same as DMSO wells. GFP response vs DMSO, % at 10 µM. actives 0.065% (n = 320,000);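 active means GFP response relative to DMSO above a set limit, near the screen mean plus 3 SD, cut at about 150% in these data; inconclusive means Fewer than 70 cells measured for a yeast strain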;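 further: ratio of well median GFP fluorescence to mean of DMSO wells on the plate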
Yeast superoxide = caloric restriction mimetics inhibiting age-related superoxide in yeast. actives 0.18% (n = 330,000). superoxide response (% of plate mean), % at 10 µM. AID 2690. S. cerevisiae aged cells, superoxide DHE fluorescence; hits give low values;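 active means superoxide response under a set limit, about three screen SD below normal, cut at about 65% in these data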;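 further: yeast aged for seven days with compound at 30 °C before DHE staining; 100% = average MFI of all compound-treated wells on the plate with controls excluded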
* hit, by the source's call; ? = inconclusive; nt = no result given; [ ] = another dose, or the depositor's remark. Outcome played no part in choosing rows (roughly 2.1% active in at least one column).

SMILES | GRK2 inh | VLA-4 inh | GLD-1 TGE inh | MCL1-BIM inh | MEX-5 binding | AGP1-GFP MLPCN | BCLXL inh | CIT2-GFP yeast | Yeast superoxide
Cc1ccccc1CS(=O)(=O)CC1(O)CCN(C(=O)c2cccc(C(F)(F)F)c2)CC1 | 0 | 25 | -2 | -2 | 2.5 | 95 | 0 | 104 | 109
COc1ccccc1NC(=O)CSc1nc(SC)ns1 | 0 | -2 | 1 | 7 | 3.1 | 101 | 8 | 100 | 102
Cn1c(CNC(=O)c2ccccc2)nnc1SCC(=O)Nc1nccs1 | 1 | -7 | 1 | 4 | 0.3 | 93 | 0 | nt | 104
COc1ccc(C(=O)NCCc2nnc3ccc(SCC(=O)NCCc4ccc(OC)c(OC)c4)nn23)cc1 | 5 | 6 | -6 | 6 | -0.2 | 112 | 4 | 107 | 99
O=C(O)COc1ccccc1/C=N/NC(=O)CSc1nc2ccccc2s1 | 0 | -13 | 0 | 10 | 1.6 | 113 | -1 | 116 | 98
CC1(C(=O)O)CCC(C(=O)Nc2ccc(F)cc2)C1(C)C (centres undefined) | 0 | 3 | -3 | 8 | 0.8 | 103 | 8 | 96 | 106
CCOC(=O)c1ccc(Oc2nc(OC)nc(N(C)C)n2)cc1 | 1 | 13 | -5 | 4 | 1.3 | 99 | 5 | 94 | 112
COc1cccc(/C=C/C(=O)OCC(=O)Nc2cc(C(F)(F)F)ccc2Cl)c1 | 0 | 5 | 1 | 9 | 1.6 | 97 | 5 | 103 | 92
COc1cc(-c2noc(C)c2C(=O)NCC[C@@H]2CCCN2C)cc(OC)c1OC | 0 | -25 | -2 | nt | nt | 93 | nt | 92 | 109
Brc1ccc(-c2csc3[n+]2CCCCC3)cc1 | 4 | -6 | -6 | 8 | 3.1 | 108 | -3 | 101 | 91
Cc1cnc(C(=O)Nc2cccc3ncccc23)cn1 | 0 | 1 | 4 | 4 | -0.2 | 98 | 0 | 90 | 107
Nc1nc(O)c(Sc2ccccc2[N+](=O)[O-])c(=O)[nH]1 | 3 | -2 | 5 | 6 | -1.4 | 100 | 4 | 103 | 115
O=C1CCC(CCC(=O)N2CCCC(C(=O)c3ccc(Cl)cc3)C2)=NN1 (centres undefined) | 0 | 4 | 3 | 0 | -0.8 | 102 | -2 | 101 | 100
COCCCN(C(=O)Nc1ccc(C)c(C)c1)C(C)c1ccccn1 (centres undefined) | 7 | 36 | 9 | 8 | 1.7 | 100 | 8 | 86 | 96
CC(C)CN(CC(C)C)S(=O)(=O)N1CCC(C(=O)NCc2cccnc2)CC1 | 0 | -4 | 1 | -3 | -2.5 | 106 | 0 | 107 | 103
CN(c1ccccc1)S(=O)(=O)c1cccc(NC(=O)CSc2nncs2)c1 | 0 | 1 | -5 | -10 | 1.4 | 97 | -6 | 102 | 104
COc1cccc(CNc2ccc(S(=O)(=O)Nc3nccs3)cc2)c1O | 2 | 13 | -3 | -1 | -0.2 | 96 | -3 | 95 | 107
COc1ccc(OC)c(-c2nc3ccccc3nc2-c2ccccc2)c1 | 0 | -3 | 0 | 5 | -2.4 | 98 | 5 | 93 | 91
COc1ccc(C(=O)OCC#CCSc2nnc(-c3cccc4ccccc34)o2)cc1 | 1 | -5 | -1 | nt | nt | 97 | nt | 97 | 103
CN(CCc1ccccn1)C(=O)CCC1CCCN(C(=O)CCOc2ccccc2)C1 (centres undefined) | 2 | -6 | -15 | -6 | 2.5 | 92 | 3 | 97 | 80
C=CCn1c(SCC(=O)c2ccc(O)c(O)c2)nnc1-c1ccccc1OC | 3 | 0 | 3 | 54* | -4.4 | 94 | 9 | 93 | 94
Cc1cccc(C(C)C)c1NC(=O)COC(=O)c1cc2ccccc2oc1=O | 5 | 4 | 1 | -12 | nt | 103 | -6 | 98 | 105
NNC(=O)c1cc(-c2ccccc2)sc1N | 1 | -2 | 1 | -4 | 2.6 | 101 | -3 | 106 | 102
O=C1C2C(C(=O)N1CCN1CCN(Cc3ccc([N+](=O)[O-])cc3)CC1)[C@H]1C=C[C@@H]2C1 (some centres undefined) | 2 | -1 | 2 | -4 | 1.0 | nt | 12 | nt | 101
Nc1nonc1C(=O)NCCN=Cc1cc(Cc2ccccc2)cc(Br)c1O | 10 | 1 | 5 | 14 | ? | 62 | 7 | 66 | 106
COc1ccccc1NC(=O)C1CCCN(S(=O)(=O)c2ccccc2)C1 (centres undefined) | 10 | 12 | 1 | 8 | 0.9 | 103 | 5 | 103 | 91
CCN1CCCC1CNC(=O)c1ccc(Sc2ccccc2Cl)c([N+](=O)[O-])c1 (centres undefined) | 3 | -2 | 1 | 1 | -1.7 | 104 | -4 | 111 | 98
C#Cc1ccc([C@H]2C=C(C(=O)O)O[C@@H](OCCCCO)C2)cc1 | nt | nt | 8 | 2 | 1.9 | nt | 8 | nt | nt
CNC(=O)CCSc1ccc(C)cc1 | 2 | 5 | 3 | 7 | -2.3 | 102 | 6 | 92 | 99
CC1CCCN(CCCNS(=O)(=O)c2ccc3c(c2)CCN3C(=O)C2CC2)C1 (centres undefined) | 0 | 0 | 6 | 2 | 0.2 | 16 | 6 | 70 | 88

4 successive entries already listed, for reference:
SMILES | GRK2 inh | VLA-4 inh | GLD-1 TGE inh | MCL1-BIM inh | MEX-5 binding | AGP1-GFP MLPCN | BCLXL inh | CIT2-GFP yeast | Yeast superoxide
CCN1CCCC1CNC(=O)c1ccc(Sc2ccccc2Cl)c([N+](=O)[O-])c1 (centres undefined) | 3 | -2 | 1 | 1 | -1.7 | 104 | -4 | 111 | 98
C#Cc1ccc([C@H]2C=C(C(=O)O)O[C@@H](OCCCCO)C2)cc1 | nt | nt | 8 | 2 | 1.9 | nt | 8 | nt | nt
CNC(=O)CCSc1ccc(C)cc1 | 2 | 5 | 3 | 7 | -2.3 | 102 | 6 | 92 | 99
CC1CCCN(CCCNS(=O)(=O)c2ccc3c(c2)CCN3C(=O)C2CC2)C1 (centres undefined) | 0 | 0 | 6 | 2 | 0.2 | 16 | 6 | 70 | 88

Sorted by the number under BCLXL inh (descending): three of the compounds above.
molecule	BCLXL inh
COc1ccccc1NC(=O)CSc1nc(SC)ns1	8
COc1ccc(C(=O)NCCc2nnc3ccc(SCC(=O)NCCc4ccc(OC)c(OC)c4)nn23)cc1	4
COc1cccc(CNc2ccc(S(=O)(=O)Nc3nccs3)cc2)c1O	-3

Returning to the listing, starting 2 compounds before the break.
SMILES | GRK2 inh | VLA-4 inh | GLD-1 TGE inh | MCL1-BIM inh | MEX-5 binding | AGP1-GFP MLPCN | BCLXL inh | CIT2-GFP yeast | Yeast superoxide
CNC(=O)CCSc1ccc(C)cc1 | 2 | 5 | 3 | 7 | -2.3 | 102 | 6 | 92 | 99
CC1CCCN(CCCNS(=O)(=O)c2ccc3c(c2)CCN3C(=O)C2CC2)C1 (centres undefined) | 0 | 0 | 6 | 2 | 0.2 | 16 | 6 | 70 | 88
N=C1SCC(=O)N1c1nc(-c2ccccc2)cs1 | 7 | 14 | -2 | 1 | -1.2 | 105 | 3 | 106 | 97
Cc1ccc(-c2c[nH]c(=S)n2-c2ccccc2)cc1 | 2 | -1 | 2 | -2 | -1.1 | 92 | -2 | 90 | 77
Cc1ccc(NC(=S)N(CCN(C)C)Cc2cc3cccc(C)c3[nH]c2=O)cc1 | 0 | 7 | 5 | -4 | 0.5 | 103 | -5 | 98 | 89
CCOc1nc(NCCN2CCOCC2)nc(Nc2ccc([N+](=O)[O-])cc2)n1 | 0 | 39 | -6 | 7 | 0.6 | 94 | 2 | 102 | 87
CC(=O)Nc1ccc(S(=O)(=O)Nc2cccc(-c3cn4c(n3)SCC4)c2)cc1 | 1 | 11 | 6 | -9 | -2.0 | 15[may fluoresce violet] | -6 | ? | 104
Cc1ccc(NC(=O)CSc2nnc(NC(=O)C3CC3)s2)cc1C | 0 | -1 | 5 | 5 | 1.4 | 94 | 6 | 95 | 101
O=c1c2[nH]c3ccccc3c2ncn1Cc1ccncc1 | 0 | 25 | 3 | 3 | -1.1 | 91 | 4 | 96 | 95
CCOc1ccc(S(=O)(=O)N(CC(=O)NCC2CCCO2)c2ccc(F)cc2)cc1 (centres undefined) | 0 | -1 | 11 | -5 | 3.9 | 106 | 0 | 110 | 84
CC12CN(C(=O)c3ccc([N+](=O)[O-])cc3)CC(C)(CN(C(=O)c3ccc([N+](=O)[O-])cc3)C1)C2=O | 1 | 1 | 5 | -1 | -0.6 | 118 | -1 | 102 | 104
CC/C(C)=N/Nc1ccc(S(=O)(=O)N2CCCC2)cc1[N+](=O)[O-] | 1 | 8 | 2 | -6 | -1.0 | 94 | 3 | 90 | 103
O=C(Nc1nnc(C2CCCC2)s1)C1CCC1 | 1 | 13 | 8 | 8 | 2.5 | 94 | 0 | 86 | 105
C=CC1=C2C=C(C3CC3)N(C3CC3)C=C2C(=O)C(C)(OC(=O)c2ccco2)C1=O (centres undefined) | 6 | 9 | 16 | 28 | -6.8 | 113 | 31* | 105 | 93
COC(=O)c1ccccc1NC(=O)NCc1cccnc1 | 0 | 2 | 7 | -4 | -2.0 | 96 | 1 | 99 | 97
COCCNC(=O)CN(c1ccc(C)cc1)S(=O)(=O)c1ccccc1 | 0 | 4 | 9 | 5 | 1.1 | 99 | 2 | 99 | 93
O=C1ON=C(c2ccccc2)/C1=C/c1ccccc1 | 1 | 15 | 2 | 12 | 0.9 | 94 | 7 | 106 | 83
COc1cnn(-c2cccc(C(F)(F)F)c2)c(=O)c1Cl | 0 | 10 | 8 | 1 | 1.6 | 108 | 7 | 109 | 100
COc1ccc(NC2=CC(c3ccccc3)N(c3ccc(OC)cc3)C2=O)cc1 (centres undefined) | 0 | -1 | 1 | -1 | -1.3 | 111 | 5 | 102 | 100
Cc1cccc(C)c1NC(=O)c1cccc(C(=O)Nc2c(C)cccc2C)n1 | 2 | -1 | 10 | 1 | 2.6 | 109 | -1 | 107 | 92
c1ccc(Oc2cccc(CN3CCOCC3)c2)cc1 | 0 | -4 | 3 | 2 | -0.8 | 104 | 4 | 104 | 92
Cc1c[n+]([O-])ccc1Oc1ccc([N+](=O)[O-])cc1 | nt | nt | -1 | -1 | -0.4 | nt | -3 | nt | nt
CCC(=O)Nc1ccc(C(=O)COC(=O)CCN2C(=O)C3CC=CCC3C2=O)cc1 (centres undefined) | 3 | 2 | 3 | -2 | 0.5 | 109 | -6 | 105 | 101
Oc1ccccc1Cn1c(-c2ccccc2O)nc2ccccc21 | 1 | 4 | 5 | 1 | 0.8 | 98 | 1 | 99 | 93
Cc1ccc(NC(=O)CCC(=O)N/N=C/c2cc([N+](=O)[O-])ccc2O)cc1 | 1 | 13 | 2 | 7 | -1.0 | 103 | -4 | 97 | 88
Cc1c(OCC(=O)N2C[C@H]3C[C@@H](C2)c2cccc(=O)n2C3)ccc2c3c(c(=O)oc12)CCC3 | 3 | 7 | 5 | -7 | -1.7 | 96 | -1 | 94 | 96
O=C(CN1C(=O)NC2(CCCC2)C1=O)OCCOc1ccc(Br)cc1 | 2 | 0 | 3 | 2 | 1.4 | 98 | -5 | 90 | 103
